# 697 NFkB inh – lowers PMA/ionomycin-induced NF-kB signal in 697 B cells | 697 B-cell NF-kB luciferase reporter, 16 h | AID 435022 | inhibition, % at 4 µM | hit rate 0.33% among 330,000; in the data active means inhibition above about 35%
# XBP1 UPR activ – activators of adaptive arm of unfolded protein response (XBP1); CHO-XBP1 luciferase reporter, IRE1-XBP1 UPR activation, luminescence; percent of tunicamycin response, DMSO as zero; activation, % at 20 µM; hit rate 0.33% among 330,000; AID 463104;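 active means versus positive control, 20 µM dose yields 30% or more activation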;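 further: 100% = tunicamycin at 10 µg/mL and 0% = DMSO only wells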
#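 Material: CHO-XBP1 cells stably carrying IRE1-XBP1-driven luciferase reporter / Amount: 1000 cells per well / Compound: 20 µM, 1% DMSO / Times: 6 h treatment, 37 °C / Detection: luciferase luminescence / Measure: % activation of reporter signal versus tunicamycin and DMSO controls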
# TIM10 inh – growth inhibitors of TIM10 yeast strain; hit rate 1.4% among 330,000; AID 463195; S. cerevisiae TIM10 strain growth, BacTiter-Glo luminescence, 24 h; inhibition, % at 10 µM;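 active means inhibition of 40% or more at the single tested concentration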;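 further: wild-type TIM10 isogenic control strain grown at permissive 25 °C; 0% = DMSO yeast wells and 100% = minimal medium wells without yeast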
# tim23-1 inh – inhibits growth of tim23-1 mutant yeast | S. cerevisiae tim23-1 growth, BacTiter-Glo luminescence, 24 h | inhibition, % at 20 µM | hit rate 1.3% among 330,000 | AID 463212;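 active means growth inhibition of the mutant yeast at or above 50%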;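 further: temperature-sensitive mutant grown at 25 °C; plate controls were DMSO-treated mutant yeast for no effect and medium wells lacking yeast for full effect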
# tim10-1 inh – tim10-1 yeast growth inhibition; S. cerevisiae tim10-1 ts strain growth, BacTiter-Glo, 24 h; AID 463190; inhibition, % at 20 µM; hit rate 2.2% among 330,000;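 active means inhibition of at least 40%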;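 further: mutant grown at 25 °C; 0% = DMSO wells with yeast and 100% = wells holding no yeast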
# Mdm2 MdmX PPI – inhibitors of human Mdm2/MdmX interaction; O15151+Q00987; SaOS-2 split-luciferase Mdm2/MdmX complementation, luminescence; inhibition, % at 8 µM; hit rate 3% among 330,000;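 active means inhibition of at least 50% at 8 µM in the primary screen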
# Target sequence (O15151 whole entry, looked up): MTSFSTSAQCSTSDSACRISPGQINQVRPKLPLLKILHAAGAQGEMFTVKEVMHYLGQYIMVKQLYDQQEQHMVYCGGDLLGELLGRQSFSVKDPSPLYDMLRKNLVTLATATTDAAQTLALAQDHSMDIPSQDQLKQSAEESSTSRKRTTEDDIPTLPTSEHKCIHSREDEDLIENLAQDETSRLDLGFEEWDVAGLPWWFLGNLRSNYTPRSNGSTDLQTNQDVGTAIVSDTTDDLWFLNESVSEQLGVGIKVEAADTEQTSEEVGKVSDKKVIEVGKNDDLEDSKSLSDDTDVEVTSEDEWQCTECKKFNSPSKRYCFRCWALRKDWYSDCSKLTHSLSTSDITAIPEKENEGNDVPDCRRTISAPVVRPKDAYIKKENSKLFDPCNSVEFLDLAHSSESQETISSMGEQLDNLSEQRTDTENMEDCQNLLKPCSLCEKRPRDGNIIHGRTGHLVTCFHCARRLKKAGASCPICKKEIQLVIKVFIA
# Target sequence (Q00987 whole entry, looked up): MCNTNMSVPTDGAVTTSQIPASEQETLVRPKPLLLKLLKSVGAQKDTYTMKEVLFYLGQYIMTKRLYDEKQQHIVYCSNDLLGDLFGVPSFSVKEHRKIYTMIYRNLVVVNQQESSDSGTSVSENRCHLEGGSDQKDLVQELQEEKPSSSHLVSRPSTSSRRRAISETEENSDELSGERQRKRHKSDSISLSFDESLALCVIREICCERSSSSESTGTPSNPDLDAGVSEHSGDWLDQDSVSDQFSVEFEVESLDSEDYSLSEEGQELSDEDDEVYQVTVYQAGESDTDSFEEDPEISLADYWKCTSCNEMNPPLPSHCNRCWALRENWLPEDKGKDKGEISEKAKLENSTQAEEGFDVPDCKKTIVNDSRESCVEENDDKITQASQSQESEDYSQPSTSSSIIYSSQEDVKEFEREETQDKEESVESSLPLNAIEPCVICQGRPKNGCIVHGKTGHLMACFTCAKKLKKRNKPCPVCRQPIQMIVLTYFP
# Jurkat NFkB inh – lowers PMA/ionomycin-induced NF-kB signal in Jurkat cells; inhibition, % at 4 µM; hit rate 0.53% among 330,000; PMA/ionomycin-induced NF-kB luciferase reporter, luminescence; in the data active means inhibition above about 50%
# CHOP UPR activ – activators of apoptotic arm of unfolded protein response (CHOP) | CHO-CHOP luciferase reporter, UPR activation, luminescence; percent of tunicamycin response over DMSO baseline | activation, % at 10 µM | hit rate 0.34% among 330,000 | AID 449763;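 active means at 10 µM dose, activation of 40% or more, normalized to positive control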;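 further: 100% = tunicamycin at 10 µg/mL and 0% = DMSO alone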
#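 assay system = CHO CHOP reporter cells | amount = 500 CHO-CHOP cells per well | buffer or medium = F12 with 10% FBS | incubation = 16-18 h cell attachment, then 6 h compound exposure, 37 °C | detection = luminescence read with Steady-Glo | read-out = percent activation relative to tunicamycin control | controls = tunicamycin high control, DMSO low control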
# Numbers without * were called inactive.
SMILES,697 NFkB inh,XBP1 UPR activ,TIM10 inh,tim23-1 inh,tim10-1 inh,Mdm2 MdmX PPI,Jurkat NFkB inh,CHOP UPR activ
Cc1ccccc1C(=O)NC1CC2CCC(C1)N2Cc1ccccc1 (centres undefined),3,-3,-16,-7,-5,-32,4,0.6
COc1cc(NC(=O)c2ccc([N+](=O)[O-])o2)ccc1NC(=O)c1cccs1,27,4,32,59*,46*,25,25,4.2
CCO[C@H]1OC(C(=O)O)=C[C@@H](C2CC2)[C@@H]1CCCO,6,3,9,2,-22,2,4,-0.5
O=C(CSc1nnc2ccc(-c3ccncc3)nn12)Nc1ccc(F)cc1,2,-1,4,6,12,36,11,1.0
Nc1cc(F)ccc1N1CCCCCC1,-10,0,8,38,5,-15,-12,-2.3
CN(C)c1ccc(C2N(c3ccc(Cl)cc3)C(=O)C3CCCN32)cc1 (centres undefined),0,1,0,-2,-27,-26,4,-0.9
O=C(COC(=O)Cn1cnc2ccccc2c1=O)Nc1ccccc1Sc1ccc(Cl)cc1,-4,0,10,25,29,-12,11,1.5
CSc1ccccc1C(=O)N1CCCC(CCC(=O)NCc2ccc(F)c(F)c2)C1 (centres undefined),8,-2,-7,-6,4,-7,-1,-1.8
N#Cc1c(-c2ccc3c(c2)OCO3)csc1N,-14,2,18,13,36,1,-26,3.6
CCOc1ccc(NC(=O)CSc2nc(=O)n(CCN3CCOCC3)c3c2CCCC3)cc1,-3,-3,15,10,5,20,10,-1.3
CSCC[C@H](NC(=O)OC(C)(C)C)c1nnc(SCc2ccc(F)cc2)o1,-26,-7,11,23,12,-8,-7,-0.5
COc1ccc(Cc2nnc(NC(=O)Nc3ccccc3F)s2)cc1OC,-15,-2,-3,15,8,37,23,0.7
Cc1ccc(S(=O)(=O)N(CC(=O)N2CCN(c3ccccc3F)CC2)C2CCCCC2)cc1,-14,-3,31,27,29,-11,-2,4.7
COc1ccc(N(C(=O)CNC(=O)c2ccco2)C(C(=O)NC2CCCC2)c2cccnc2)cc1 (centres undefined),7,-4,-14,16,-11,-2,-2,0.7
O=C(CCNC(=O)c1ccco1)NC(Cc1c[nH]c2ccccc12)C(=O)O (centres undefined),9,0,1,-12,-16,10,-2,0.5
O=[N+]([O-])c1c(-c2cn[nH]c2)n[nH]c1-c1cn[nH]c1,11,-1,-14,-2,7,-33,5,2.1
CCOc1ccc(CNc2ccc3c(c2)ncn3C(C)(C)C)cc1,-8,-1,11,28,11,-24,-36,3.6
CNC(=O)C(C#N)(Cc1cc(C(C)=O)ccc1OC)Cc1cc(C(C)=O)ccc1OC,-1,-4,14,1,-6,7,2,-1.4
COc1ccc(N(C(=O)CNC(=O)c2ccco2)C(C(=O)NC2CCCCC2)c2cccnc2)cc1 (centres undefined),25,-1,12,11,-8,7,-1,-1.1
COc1ccc(C)cc1-n1nnnc1SCC(=O)NC1CCCC1,4,-5,4,13,17,15,-11,1.1
COCc1nc2sc(C)c(C)c2c(=O)[nH]1,-26,1,-2,9,12,-26,-19,-0.7
CN(C)c1ccc(/C=C2\SC(N3CCCCC3)=NC2=O)cc1,-110,-8,-1,47,22,30,9,-4.5
O=C(c1ccccc1F)N1CCN=C1c1ccccc1,-1,-2,8,12,6,12,-4,0.3
Cc1cc(Br)ccc1NC(=O)CN(C)C(=O)CN1C(=O)NC2(CCCC2)C1=O,5,0,1,1,2,4,11,0.4
Cc1ccc(NC(=O)c2ccc(Cl)c(NC(=O)c3cccs3)c2)cc1,-49,0,26,66*,18,22,-49,6.2
CCN(CC)CCCNC(=S)N(CCO)Cc1cc2cc3c(cc2[nH]c1=O)OCCO3,4,-1,-4,-3,-1,5,-14,-0.3
Cc1oc(-c2ccccc2)cc1C(=O)Nc1ccc(N(C)C)cc1,10,1,-7,14,-14,37,-5,-0.2
Cc1ccc(CNC(=O)N2CCN(C)CC2)cc1,-17,-2,0,14,3,4,6,1.0
COc1ccc(/C=C/C(=O)NCC(=O)N/N=C(/C)c2ccco2)cc1,-2,-5,7,11,12,15,1,1.4
CCOc1ccccc1NC(=O)Cc1coc2ccc(C)cc12,15,-2,-4,25,8,21,13,0.0
Cc1ccc(C(=O)NCCNC(=O)Cc2ccccc2)cn1,13,-3,6,10,9,5,11,1.6
O=C(Cc1ccc(Cl)cc1)N/N=C/c1ccccc1,7,4,24,17,15,-5,0,1.1
COc1ccc(OCc2nnc(SCC(N)=O)n2N)cc1,10,-4,6,0,-6,7,12,-0.3
O=C(NCC(=O)N(c1cccnc1)C(C(=O)NC1CCCC1)c1ccccc1)c1ccco1 (centres undefined),15,0,5,3,5,-10,-2,-0.3
O=C(O)c1ccc(NS(=O)(=O)c2ccc3c(c2)C2C=CCC2C(c2ccccc2F)N3)cc1 (centres undefined),3,-1,9,21,18,21,4,0.7
CNCC(O)c1ccc(OC(=O)C(C)(C)C)c(OC(=O)C(C)(C)C)c1 (centres undefined),-16,-1,8,23,13,-15,-6,-0.4
CCN(C(=O)c1ccc(S(=O)(=O)N(C)C)cc1)C(C)C(=O)Nc1ccc(C)cc1 (centres undefined),-1,1,-19,9,6,-17,-1,0.6
O=C(NNC(=O)c1ccccc1OCc1ccccc1)c1ccccc1O,-39,0,38,36,34,64*,8,-0.7
CC1CCCCN1C(=O)COC(=O)c1cc([N+](=O)[O-])ccc1N1CCOCC1 (centres undefined),27,-4,-18,-1,-24,6,-1,0.3
COc1ccccc1C(=O)NCCC(=O)N1CCN(c2ccccc2Cl)CC1,-12,1,-15,-6,-8,8,1,-1.5

# Ordered by number of heavy atoms (descending): five of the compounds above.
SMILES,697 NFkB inh,XBP1 UPR activ,TIM10 inh,tim23-1 inh,tim10-1 inh,Mdm2 MdmX PPI,Jurkat NFkB inh,CHOP UPR activ
CCN(C(=O)c1ccc(S(=O)(=O)N(C)C)cc1)C(C)C(=O)Nc1ccc(C)cc1 (centres undefined),-1,1,-19,9,6,-17,-1,0.6
CC1CCCCN1C(=O)COC(=O)c1cc([N+](=O)[O-])ccc1N1CCOCC1 (centres undefined),27,-4,-18,-1,-24,6,-1,0.3
Cc1ccc(NC(=O)c2ccc(Cl)c(NC(=O)c3cccs3)c2)cc1,-49,0,26,66*,18,22,-49,6.2
Cc1oc(-c2ccccc2)cc1C(=O)Nc1ccc(N(C)C)cc1,10,1,-7,14,-14,37,-5,-0.2
Cc1ccc(C(=O)NCCNC(=O)Cc2ccccc2)cn1,13,-3,6,10,9,5,11,1.6

# More results
SMILES,697 NFkB inh,XBP1 UPR activ,TIM10 inh,tim23-1 inh,tim10-1 inh,Mdm2 MdmX PPI,Jurkat NFkB inh,CHOP UPR activ
CCN(CC)S(=O)(=O)c1ccc(C(=O)/C=C/c2ccc(-c3ccc([N+](=O)[O-])cc3)o2)cc1,2,4,7,3,10,-16,9,2.2
CC(C)c1ccc(NC2CCCN(C(=O)CC3CCCC3)C2)cc1 (centres undefined),-30,-7,17,35,37,-9,-19,0.6
CCc1cc(C(=O)c2ccc(C)cc2)c(NC(=O)CCl)s1,10,6,28,50*,40,47,3,108*
CCNc1nc(OC)nc(N2CCC(Cc3ccccc3)CC2)n1,0,-1,26,18,13,13,19,0.7
COC(=O)c1ccccc1NC(=O)N[C@@H](C)C(=O)OC,1,2,4,-7,-6,-19,2,-1.0
CCOC(=O)c1ccc(N2C(=O)[C@@H](c3ccccc3)[C@H]2c2ccccc2)cc1,-22,-2,6,30,17,9,-9,0.0
CCOc1ccc(/C=C2/SC(=O)NC2=S)cc1,-22,16,34,39,38,-35,1,26
CCc1nc(N2CCCCC2C)c2oc3ccccc3c2n1 (centres undefined),-6,4,25,46,48*,48,12,-1.3
COC(=O)c1ccc(NC(=O)c2ccc(NC(=O)c3ccco3)cc2)cc1,-5,1,-7,-8,3,17,-4,1.6
CCC1=NN(C(=O)CCc2ccccc2O)C(O)(C(F)(F)F)C1 (centres undefined),24,2,0,24,-1,9,-4,-0.7
CCCCCCc1cc2cc(C(=O)NC)c(=N)oc2cc1O,6,2,15,26,31,50,2,3.6
O=C(O)C1CC=CCC1C(=O)Nc1ccc2c(c1)CCC2 (centres undefined),-16,-2,0,-14,-30,10,1,-0.4
Cc1nc(CS(=O)c2ccc(Cl)cc2)cc(NCc2ccc(Cl)cc2Cl)n1 (centres undefined),-13,-2,25,36,24,29,-1,1.3
CC1(c2ccc(Cl)cc2Cl)NC(=O)N(CC(=O)Nc2ccc3[nH]c(=O)[nH]c3c2)C1=O (centres undefined),15,-1,-7,15,0,11,-2,0.0
O=C(NCc1ccco1)c1ccc(F)c(S(=O)(=O)N2CCCCC2)c1,-6,-3,2,11,9,16,10,-0.3
Cc1ccnc(NC(=O)c2cccc(OC(F)F)c2)n1,6,1,4,9,-1,0,-5,4.2
COc1ccc(Cn2c(-c3ccco3)nc3c(c(=O)c4ccccc4n3C)c2=O)cc1,10,29,14,21,19,-6,10,1.2
Cc1cc(OCc2cc(C(=O)N3CCC(Oc4cccnc4)CC3)no2)cc(C)c1Cl,-20,0,41*,51*,61*,3,1,4.8
CCCOC(=O)C1=C(C)N(C)C(=O)NC1c1cc2c(cc1Br)OCO2 (centres undefined),-1,-3,-10,25,0,4,-1,2.0
CCOc1ccc(N2C(=O)CC(Sc3nc(C)cc(C)c3C#N)C2=O)cc1 (centres undefined),-5,-2,27,19,8,7,-15,-1.7

# 2 records picked at random from the list so far, as already listed:
SMILES,697 NFkB inh,XBP1 UPR activ,TIM10 inh,tim23-1 inh,tim10-1 inh,Mdm2 MdmX PPI,Jurkat NFkB inh,CHOP UPR activ
COC(=O)c1ccc(NC(=O)c2ccc(NC(=O)c3ccco3)cc2)cc1,-5,1,-7,-8,3,17,-4,1.6
CCc1nc(N2CCCCC2C)c2oc3ccccc3c2n1 (centres undefined),-6,4,25,46,48*,48,12,-1.3

# More structures:
SMILES,697 NFkB inh,XBP1 UPR activ,TIM10 inh,tim23-1 inh,tim10-1 inh,Mdm2 MdmX PPI,Jurkat NFkB inh,CHOP UPR activ
CCOc1ccc(N2CC(C(=O)Nc3cccc(C)c3C)CC2=O)cc1 (centres undefined),-17,-1,17,1,9,3,-1,-0.1
COc1cccc(C2c3[nH]c4ccccc4c3CCN2Cc2ncc[nH]2)c1 (centres undefined),3,-2,1,16,9,-7,-3,2.1
COc1ccc(OC(=O)c2c(C)nn(-c3ccccc3)c2C)cc1,-72,3,9,27,18,-31,-46,4.7
COc1ccccc1N(Cc1ccccc1)S(=O)(=O)c1cc(C(=O)O)ccc1Cl,20,1,14,9,24,8,-2,1.9
Cc1cc2c(cc1C)-c1c(ssc1=Nc1ccc(S(N)(=O)=O)cc1)C(C)(C)N2,-8,8,9,3,10,62*,-7,3.4
COc1ccc(/C=N/NC(=O)c2cc(-c3ccc(C)cc3C)nc3ccccc23)cc1COC(C)=O,8,-1,5,14,12,30,-6,2.9
O=C(/C=C/C(=O)N1CCc2ccccc2C1)N1CCc2ccccc2C1,12,-5,6,36,39,-7,-38,0.3
Cc1cc(C(=O)NCC(=O)OCC(=O)N(C2CCCCC2)C2CCCCC2)ccc1[N+](=O)[O-],16,-4,19,32,28,18,3,0.8
Cc1occc1-c1nnc(SCC(=O)Nc2ccccc2)n1Cc1ccccc1,0,1,21,27,29,15,-4,-2.8
CSCC[C@@H](C(=O)O)N1Cc2ccccc2C1=O,14,-2,-5,-15,-2,8,7,1.9
Cc1ccc(CSC2=NCCN2S(=O)(=O)c2ccccc2)cc1,-4,-2,-18,2,22,-8,-10,2.3
COc1ccc(CN(C(=O)/C=C/c2ccco2)C2CCS(=O)(=O)C2)cc1OC (centres undefined),15,-5,-5,3,8,12,0,-0.1
CCc1ccc(-n2c(SCC(=O)Nc3cccc(S(=O)(=O)NC4=NCCCCC4)c3)nc3ccccc3c2=O)cc1,17,-4,25,16,17,21,9,0.9
COC(=O)c1sccc1NC(=O)c1ccc2c(c1)OCO2,13,6,-14,-7,1,28,-17,3.1
CC(C)(O)c1cn(-c2nonc2N)nn1,12,1,6,7,-1,14,0,-3.6
Cc1nn(C)cc1/C=C1\SC(=S)NC1=O,-3,4,2,14,2,9,0,0.1

# Bioassay records as filed in PubChem.
